# SENP7 inh: inhibitors of human SENP7 protease; recombinant SENP7, Z-RLRGG-aminoluciferin luminescence, 40 min; hit rate 1.5% among 330,000; inhibition, % at 5 µM; Q9BQF6;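 active = inhibition above about 50% at the single test dose, limit read from the data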;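 note: plate controls were DMSO with enzyme for no effect and no enzyme buffer wells for full effect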
# Target sequence (Q9BQF6 706-1050 limits assumed): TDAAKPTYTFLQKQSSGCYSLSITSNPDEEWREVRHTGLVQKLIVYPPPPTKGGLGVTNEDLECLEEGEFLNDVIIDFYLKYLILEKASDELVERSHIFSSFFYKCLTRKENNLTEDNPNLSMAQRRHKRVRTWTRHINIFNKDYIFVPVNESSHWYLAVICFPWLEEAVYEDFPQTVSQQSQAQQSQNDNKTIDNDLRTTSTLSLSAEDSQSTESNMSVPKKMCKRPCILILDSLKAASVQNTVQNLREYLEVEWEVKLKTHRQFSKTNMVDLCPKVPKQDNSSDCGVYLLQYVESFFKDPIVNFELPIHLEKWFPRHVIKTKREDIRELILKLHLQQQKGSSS
# Gli-Sufu antag: antagonists of Gli-Sufu signaling; Sufu-KO-LIGHT fibroblasts, Gli luciferase reporter luminescence; inhibition, % at 5 µM; hit rate 0.74% among 340,000; AID 588413;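 active = inhibition above about 55%, limit read from the data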;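 note: 0% = DMSO-treated cells and 100% = wells with medium but no cells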
# 697 NFkB inh: lowers PMA/ionomycin-induced NF-kB signal in 697 B cells; AID 435022; inhibition, % at 4 µM; 697 B-cell NF-kB luciferase reporter, 16 h; hit rate 0.33% among 330,000; in the data active = inhibition above about 35%
# Jurkat NFkB inh: inhibitors of the PMA/ionomycin-induced NF-kB reporter in Jurkat cells | inhibition, % at 4 µM | hit rate 0.53% among 330,000 | PMA/ionomycin-induced NF-kB luciferase reporter, luminescence | AID 435003
# Apaf1 inhib: blocks human Apaf-1 apoptosome activity | O14727 | reconstituted apoptosome caspase-3 activity, DEVD-Rh110 fluorescence | inhibition, % at 20 µM | hit rate 0.71% among 330,000 | AID 489030; active = inhibition of at least 40% at 20 µM;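 note: plate controls were DMSO wells for no effect and DEVD-CHO caspase inhibitor wells for full effect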
#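 System: reconstituted apoptosome with Apaf-1, cytochrome c, caspase-9, procaspase-3, dATP; Signal: Rh110 fluorescence intensity; Schedule: 30 min compound preincubation, 50 min activation, room temperature; Reagent: cytochrome c trigger plus (Z-DEVD)2-Rh110 caspase-3 substrate.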
# SENP8 inh: SENP8 protease inhibition. Q96LD8. purified SENP8, Z-RLRGG-aminoluciferin cleavage, luminescence. inhibition, % at 10 µM. hit rate 1.2% among 330,000. AID 2540
# Target sequence (Q96LD8 whole entry, looked up): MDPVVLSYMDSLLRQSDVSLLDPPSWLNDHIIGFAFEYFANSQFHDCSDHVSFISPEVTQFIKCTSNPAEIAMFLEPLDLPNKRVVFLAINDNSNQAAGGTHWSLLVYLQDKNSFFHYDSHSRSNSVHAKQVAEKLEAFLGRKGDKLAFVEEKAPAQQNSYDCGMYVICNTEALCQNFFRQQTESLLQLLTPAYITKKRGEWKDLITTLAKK
# UBC13 polyUb: human UBC13 polyubiquitination inhibition; UBC13 polyubiquitin chain formation, TR-FRET; inhibition, % at 20 µM; hit rate 0.47% among 330,000; AID 485273; in the data active = inhibition above about 45%, passing the limit was not always enough
# Target sequence (P61088 whole entry, looked up): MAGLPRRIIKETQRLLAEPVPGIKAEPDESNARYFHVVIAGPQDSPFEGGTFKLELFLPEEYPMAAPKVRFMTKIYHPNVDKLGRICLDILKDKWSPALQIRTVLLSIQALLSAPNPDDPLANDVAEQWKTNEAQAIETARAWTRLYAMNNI
# HKDC1 inhibitor: HKDC1 (human) hexokinase inhibition; hit rate 0.16% among 340,000; Q2TB90; AID 493160; recombinant HKDC1, G6PDH/diaphorase resazurin coupled fluorescence; inhibition, % at 20 µM;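 active = inhibition above about 35% when tested at 20 µM, limit read from the data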;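 note: plate controls were DMSO wells with enzyme for no effect and DMSO wells lacking enzyme for full effect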
#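 System: Recombinant HKDC1 hexokinase | Amount: HKDC1 at 5 µg/mL | Reagent: Glucose with 1 mM ATP | Doses: Single 20 µM dose | Incubation: Reaction time 90 min, room temperature, protected from light | Signal: Coupled resazurin fluorescence, excitation 525 nm, emission 613 nm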
# * marks the source's active call; other numbers are inactive results; / = no result given. Cut-off read from the data, not from the text of the source, unless noted: active = inhibition above about 50%; inactive = the rest. Compounds were not picked by outcome (roughly 3.6% active in at least one column).
SMILES,SENP7 inh,Gli-Sufu antag,697 NFkB inh,Jurkat NFkB inh,Apaf1 inhib,SENP8 inh,UBC13 polyUb,HKDC1 inhibitor
C#CCOc1ccc(/C=C2/C(=O)ON=C2C)cc1Br,-3,1,2,-3,5,-14,-3,3
COc1cccc(CC2(CO)CCCN(Cc3ccc(C)s3)C2)c1 (centres undefined),3,1,-4,11,7,3,5,-9
CC(C)CNC(=O)C(=O)NC1CCCC1,7,-10,-8,-4,-12,0,2,0
COCCn1c(C)cc(C(=O)CSc2nnc(-c3cccnc3)n2-c2ccccc2F)c1C,8,7,-7,10,-4,-4,-3,4
COc1ccc(NC(=O)COC(=O)c2ccc(OCc3ccc(Cl)cc3Cl)c(OC)c2)c(OC)c1,-3,1,8,-19,2,5,-5,-8
Cc1cc(C)n2nc(C(F)(F)F)c(-c3ccccc3)c2n1,-2,-19,9,10,3,5,22,0
O=C(Nc1ccccc1)C1CCCN1C(=O)Nc1ccccc1[N+](=O)[O-] (centres undefined),-9,3,-5,-5,-1,-4,-11,-15
Cc1ccc(/C=C/C(=O)c2ccc(N3CCOCC3)cc2)s1,35,-44,-59,-71,12,68*,-2,1
CC(=O)Nc1ccc(C(=O)NNC(=O)CCc2ccccc2)cc1,0,0,8,6,-10,-3,10,-7
CC1CCN(C(=O)COc2coc(CN3CCc4ccccc43)cc2=O)CC1,-15,-12,-5,1,11,-8,-5,-4
CCOc1cc2nc(-c3ccc(OC)c(OC)c3)nc(N3CC(C)OC(C)C3)c2cc1OC (centres undefined),-4,/,3,12,21,-2,20,/
Cc1cc(=O)nc2c3ccccc3n(CC(=O)NC3CCCCC3)n12,11,9,21,-4,3,2,0,-2
COc1ccc2nc(C)cc(N/N=C/c3ccc(F)cc3)c2c1,-3,23,32,98*,50*,-13,97*,4
COC(=O)C1C2C=CC(C3CC23)C1C(=O)OCC(=O)c1ccccc1 (centres undefined),-6,4,7,-5,-2,-1,4,-6
CC(=O)c1cccc(NC(=O)C2CCCN(S(=O)(=O)c3cccc4cccnc34)C2)c1 (centres undefined),-4,2,10,7,-5,1,5,-7
Cc1ccc2[nH]c(O)c(N=Nc3ccccc3C)c2c1,-6,-3,-3,2,17,-16,-26,4
Cc1cc(N2CCN(c3ccccc3)CC2)nc(-c2ccccc2)n1,0,0,2,-1,13,-2,9,0
O=C(Nc1nc(-c2ccc(Cl)cc2)cs1)NC1CCCCC1,-1,1,-12,-2,15,0,7,2
COc1ccc(C(C#N)N2CCC(c3ccccc3)=N2)cc1 (centres undefined),-5,17,-3,-30,3,-2,6,1
O=[N+]([O-])c1cn(-c2nc(-c3ccco3)cc(C(F)(F)F)n2)cn1,-5,0,11,-4,9,0,-6,-4
COCCCNC(=O)c1cc(Sc2nnc(C)s2)nc2ccccc12,4,13,20,-1,-15,4,7,2
Cc1ccc(N=Nc2c(C)[nH]n(C(N)=S)c2=O)cc1C,78*,-12,-153,-52,-5,78*,-37,-33
O=C(Cc1ccc([N+](=O)[O-])cc1)OCc1ccc([N+](=O)[O-])cc1,-12,-17,-5,-4,12,-8,0,-6
O=C(Cn1nc(-c2ccccc2)oc1=O)OCC(=O)c1ccccc1,1,-25,-6,3,4,2,5,-4

# Looked up above:
# In Apaf1 inhib, O=C(Cn1nc(-c2ccccc2)oc1=O)OCC(=O)c1ccccc1 has the entry 4
# In SENP7 inh, CC(=O)c1cccc(NC(=O)C2CCCN(S(=O)(=O)c3cccc4cccnc34)C2)c1 (centres undefined) has the entry -4

# Carrying on.
SMILES,SENP7 inh,Gli-Sufu antag,697 NFkB inh,Jurkat NFkB inh,Apaf1 inhib,SENP8 inh,UBC13 polyUb,HKDC1 inhibitor
COC(=O)Cc1c(C(=O)OC)nnn1-c1cccc(C(F)(F)F)c1,-1,-23,19,-2,-6,-9,6,-10
O=C(Nc1cccc2ccccc12)c1nn(C23CC4CC(CC(C4)C2)C3)cc1[N+](=O)[O-],3,0,28,11,8,-5,-10,-7
O=C(NC1CC1)C1=C[C@H](c2csc3ccccc23)C[C@H](OCc2ccc(CO)cc2)O1,5,10,-11,-5,14,-9,8,0
CC(Cc1cnccn1)NC(=O)c1cc(COc2ccc(F)cc2F)on1 (centres undefined),1,-9,-4,1,-2,8,1,-2
COc1ccc(-n2c(SCC(N)=O)nnc2-c2ccc(NS(=O)(=O)c3ccc(C)cc3)cc2)cc1,6,4,-14,-5,23,-1,13,9
Cc1ccc(C(=O)C(C)OC(=O)c2cc3cc([N+](=O)[O-])ccc3oc2=O)cc1 (centres undefined),2,-1,17,15,-23,1,-6,-9
Cc1ccn2cc(C(=O)NCc3ccco3)nc2c1,6,-9,-6,-8,3,3,2,17
CCCCOCCCNCc1cccn1CCN1CCOCC1,4,-14,21,3,0,5,2,-2
Cn1c(=O)c2c(nc(NCCO)n2C)n(C)c1=O,-13,0,-14,0,1,-11,-2,-3
C=CCN1CCN(C(c2cccc(OC)c2OC)c2nnnn2CCC(C)C)CC1 (centres undefined),2,23,3,20,6,0,4,-2
Nc1nnc(-c2ccccc2)s1,-2,5,10,4,-18,3,9,-11
COc1ccccc1C(=O)Nc1ccc2c(c1)nc(CN1CCN(C(C)=O)CC1)n2C,-2,-1,9,-10,-1,3,1,1
CC1=NN(C(N)=S)C(=O)C1N=Nc1ccccc1O (centres undefined),-9,-6,0,1,-9,-4,-16,-10
O=C(CN1CCCCCC1)Nc1cc(C(F)(F)F)ccc1Cl,6,1,11,-12,7,0,-6,4
O=C(CSc1nc(C2CC2)nc2ccccc12)N1c2ccccc2Sc2ccc(C(F)(F)F)cc21,-2,17,-14,-10,6,-11,-10,13
CC(CC(=O)N(C)C1CCCCC1)S(=O)(=O)c1ccc2c(c1)NC(=O)CO2 (centres undefined),-3,-4,4,11,3,2,-9,-7
O=C(Nc1ccc(NC(=O)c2cccs2)cc1)c1cccnc1,-3,-18,-7,-25,-6,-15,-4,-13
COc1ccc2cc(C(N)=O)c(=Nc3ccc(C)cc3)oc2c1,-3,-15,-38,-3,13,-1,1,-5
CCCCn1c(CCC(=O)O)nc2cc(S(=O)(=O)N(CC)CC)ccc21,-4,4,28,-3,2,-7,-1,-3
COc1ccc(Cc2nnc(NC(=O)c3ccco3)s2)cc1OC,0,-7,-11,0,1,4,7,1
CC(C)(C)c1ccc(N2C(=O)Cc3c2nc(N)c(C#N)c3N)cc1,2,-36,-64,-10,-1,-3,4,5
Cc1cccc(NC(=O)C2CCCN(C(=O)Nc3ccc(F)cc3)C2)c1C (centres undefined),1,4,15,15,-3,-1,0,-2
COc1cc(/C=N/N=C(\N)c2nonc2N)cc(OC)c1OC,-3,-3,19,-7,-1,-1,14,-7
O=C(c1cccs1)N1CCN(C(=O)C2CCCO2)CC1 (centres undefined),-1,13,0,4,-25,2,13,-6
Cc1cc(SC2CCOC2=O)nc2ccccc12 (centres undefined),-3,-1,-16,-4,-3,-6,12,-1
CCO[C@@H]1OC(C(=O)Nc2ccccc2)=C[C@H](C2CC2)[C@H]1CCCO,2,14,4,-5,1,-5,7,-5
CN(CC(=O)Nc1cccc(Cl)c1)S(=O)(=O)c1ccc2c(c1)n(C)c(=O)c(=O)n2C,-5,-2,-9,-11,1,-3,-6,5
COC(=O)[C@]1(C)N[C@H](CN(C)C(=O)Nc2ccccc2)[C@@H]2C(=O)N(Cc3ccccc3)C(=O)[C@@H]21,1,-3,3,9,-11,0,12,-5
Cc1c(NC(=O)c2ccc3c(c2)OCO3)c(=O)n(-c2ccccc2)n1C,4,-24,14,3,-6,1,5,-7
CCOC(=O)c1ccc(CN(Cc2ccc(C)cc2)S(=O)(=O)c2cccc([N+](=O)[O-])c2)cc1,-12,7,1,-2,16,-8,-16,13
CCc1ccccc1NC(=O)NC1CC2CCC(C1)N2Cc1cccs1 (centres undefined),2,1,8,-6,1,-7,5,2
COc1ccc(C#Cc2c(-c3ccsc3)oc3ccc(N4CCOCC4)cc23)cc1,1,-22,0,-30,12,-6,12,4
CC1(C)Cc2c(c(N3CCOCC3)nc3sc(C(=O)Nc4cccc(Cl)c4)c(N)c23)CO1,1,-19,-55,-17,26,14,31,-3
COC(=O)c1ccccc1S(=O)(=O)N1CCC(C(=O)Nc2ccc(N3CCOCC3)cc2)CC1,-4,12,8,-7,7,-5,-4,-1
O=C(NCc1ccco1)c1nn2c(C(F)(F)F)cc(-c3cccs3)nc2c1Cl,3,10,-10,11,-2,1,6,17
Cc1ccc(SCC(=O)OCC(=O)N(CCC#N)c2ccccc2)cc1C,-9,-9,22,-10,9,-11,0,3
N=C1SC(CC(=O)Nc2ccc([N+](=O)[O-])cc2)C(=O)N1c1ccccc1 (centres undefined),-9,2,17,12,7,-4,-5,2

# Entries of single compounds from above. Order of screens: SENP7 inh, Gli-Sufu antag, 697 NFkB inh, Jurkat NFkB inh, Apaf1 inhib, SENP8 inh, UBC13 polyUb, HKDC1 inhibitor
# CCc1ccccc1NC(=O)NC1CC2CCC(C1)N2Cc1cccs1 (centres undefined) is entered as 2, 1, 8, -6, 1, -7, 5, 2
# CCOC(=O)c1ccc(CN(Cc2ccc(C)cc2)S(=O)(=O)c2cccc([N+](=O)[O-])c2)cc1 is entered as -12, 7, 1, -2, 16, -8, -16, 13
# CCO[C@@H]1OC(C(=O)Nc2ccccc2)=C[C@H](C2CC2)[C@H]1CCCO is entered as 2, 14, 4, -5, 1, -5, 7, -5
# COc1ccc(C#Cc2c(-c3ccsc3)oc3ccc(N4CCOCC4)cc23)cc1 is entered as 1, -22, 0, -30, 12, -6, 12, 4
# CN(CC(=O)Nc1cccc(Cl)c1)S(=O)(=O)c1ccc2c(c1)n(C)c(=O)c(=O)n2C is entered as -5, -2, -9, -11, 1, -3, -6, 5
